# Pf apPOL inh: Pf-apPOL DNA polymerase inhibition | Recombinant Pf-apPOL, molecular beacon fluorescence, 1.5 h | inhibition, % at 10 µM | actives 0.25% (n = 210,000)
# mHTT CaM bind: mHTT-calmodulin interaction abrogation. P42858. AlphaScreen His-mHTT/GST-CaM binding, luminescence. inhibition, % at 15 µM. actives 3.6% (n = 190,000). AID 1671202;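 note: 0% = both proteins with DMSO and 100% = one protein alone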
# * = called active by the depositor; nt = not tested or not shown; & = joins results of further samples. Cut-off read from the data, not from the text of the source: active = inhibition above about 50%; inactive = the rest. This is a random part of the collection; overall some 3.7% were active at least once.
mol | Pf apPOL inh | mHTT CaM bind
COc1ccc(-c2nc(CCNC(=O)c3c(F)cccc3Cl)cs2)cc1 | -28 | 3
COc1ccc(NS(=O)(=O)c2cccc3nsnc23)cc1OC | -1 | -2
O=C(c1ccc(OCC2CCCN2C(=O)c2cccc(F)c2)cc1)N1CCCC1 (stereo not drawn) | 36 | 4
Cn1c(C2CCN(S(=O)(=O)c3cccnc3)C2)nc2cccnc21 (stereo not drawn) | -2 | -2
COCCC(=O)N1CCC(NC(=O)c2cccnc2)C(c2nc(C)no2)C1 (stereo not drawn) | -3 | -3
Cn1nc(-c2ccc(S(=O)(=O)Nc3ccccc3N3CCOCC3)s2)cc1C(F)(F)F | 0 | nt
CCOc1ccc(C(=O)Nc2ccccc2[N+](=O)[O-])cc1Cl | -19 | 10
CCNc1cc(N2CCC(CCC(=O)N3CCN(CC)CC3)CC2)ncn1 | 1 | 1
CC(=O)N1c2c(cc(Br)cc2S(=O)(=O)N2CCCC2)CC1C (stereo not drawn) | 1 | 4
O=C(NNS(=O)(=O)c1ccc(Cl)c(Cl)c1)c1csc(COc2cc(Cl)cc(Cl)c2)n1 | -2 | nt
CC(C)c1ccc(-n2ccnc(NC(=O)c3ccccn3)c2=O)cc1 | -22 | 91*
COc1cccc(-c2cc3n(n2)CCCN(C(=O)CC(C)C)C3)c1 | -3 | 1
Nc1c(Cl)cncc1Cl | 0 | nt
O=C(NCc1ccc(Br)cc1)C1CCN(c2cc(N3CCCC3)ncn2)CC1 | -6 | -3
Cn1c(=O)c2c(O)c(C=Nc3ccc(F)cc3)c(=O)n(C)c2n(C)c1=O | -2 | nt
O=S1(=O)c2ccc(N3CCSCC3)cc2Oc2ccccc2CN1Cc1cn(Cc2ccccc2C(F)(F)F)nn1 | -3 | -5
CCc1cc(=NNC(=S)NCC2CCCO2)oc2cc3c(cc12)CCC1(CCCCC1)O3 (stereo not drawn) | -7 | 1
CCC1CCCCN1C(=O)c1nn(-c2ccc(OC)cc2)c(=O)c2ccccc12 (stereo not drawn) | -7 | 5
O=C(Cc1nc(-c2ccccn2)n[nH]1)NC1CCCCCC1 | -11 | 98*
CC1CCN(CC(=O)Nc2cccc(Cl)c2)CC1 | 1 | -12
CCc1ccc(NC(=O)N2CCCC(c3cccc(C(=O)NCCCOC)c3)C2)cc1 (stereo not drawn) | -1 | 0
c1ccc2c(CCc3ccncc3)c[nH]c2c1 | 6 | 5
O=C(NC1CCCCC1)C1CC(=O)N(C2CCN(Cc3ccccc3)CC2)C1 (stereo not drawn) | 0 | -4
O=C(NCc1ccccc1)c1ccc(NC(=O)C2CC2)cc1N1CCCCCC1 | 2 | 6
CCc1nc2c(c3nn(C)c(=O)n13)CCCC2 | 2 | -8
COc1ccc(OC)c(NC(=O)c2oc(=O)c3ccccc3c2-c2ccccc2)c1 | -4 | 1
CC(=O)N1c2c(cc(Br)cc2S(=O)(=O)N2c3ccccc3CC2C)CC1C (stereo not drawn) | 1 | 14
CS(=O)(=O)N(CCC#N)Cc1ccco1 | nt | -6
Cc1ccc(C(=O)N2CCn3c2nc2ccccc23)cc1 | 2 | -1
CSCCC(C(=O)O)N1C(=O)C2C3c4ccccc4C(c4ccccc43)C2C1=O (stereo not drawn) | 0 | 7
COc1cc(C=C2C(=O)c3ccccc3C2=O)ccc1OCc1ccc(C(=O)O)cc1 | 3 | 6
O=C(COc1ccccc1)N1N=C(c2ccc([N+](=O)[O-])cc2)CC1(O)C(F)(F)F (stereo not drawn) | 4 | 20
CS(=O)(=O)NCCc1ccncc1 | -2 | nt
COc1ccc(-n2ccn3cc(-c4ccc(Cl)cc4)nc3c2=O)cc1 | -1 | -7
O=S(=O)(Nc1nc2c(s1)CCCC2)c1ccc(F)cc1 | 3 | 9
Cc1ccc(-c2cc(C(F)(F)F)n3ncc(C#N)c3n2)cc1 | 1 | -5
CC1CC(=O)C2=C(C1)OC(N)=C(C#N)C2c1ccoc1 (stereo not drawn) | -11 | 0
O=CNC1CCCc2c1[nH]c1ccc(OCc3ccccc3)cc21 (stereo not drawn) | -2 | 53*
CCCN(CCO)Cc1cccc(F)c1 | -5 | 0
O=C(NCCC1=CCCCC1)C(=O)NCC(O)c1ccc(C(F)(F)F)cc1 (stereo not drawn) | -6 | -12
FC(F)(F)c1cnc(CN2CCSCC2)c(Cl)c1 | 1 | nt
CC(C)(C)c1ccc(O)c(C(C)(C)C)c1O | -7 | 98*
CCCCCCN1C[C@H](O)[C@@H](n2cc(-c3ccc(F)cc3)nn2)C[C@@H]1c1ccc(C)cc1 | 4 | 2
CC(=O)Nc1cccc2c(C(=O)N3CCCCC3)ccnc12 | -1 | 4
CC1CCCC(C)N1CCNC(=O)CN1N=C(c2ccccc2)CCC1=O (stereo not drawn) | -6 | -4
Cc1c(C=O)c2ccccc2n1CC(=O)Nc1ccc(Br)cc1 | -9 | -3
O=C(Nc1ccccc1)Nc1ccccc1Cl | -9 | -14
Cc1ccc(C(=O)N2CCC(CC(=O)N3CCOCC3)CC2)cc1 | -2 | -1

# Record cards, as listed above. Values in the order: Pf apPOL inh | mHTT CaM bind
# Entry for CC1CCCC(C)N1CCNC(=O)CN1N=C(c2ccccc2)CCC1=O (stereo not drawn) : -6 | -4
# Entry for CC1CC(=O)C2=C(C1)OC(N)=C(C#N)C2c1ccoc1 (stereo not drawn) : -11 | 0
# Entry for CCNc1cc(N2CCC(CCC(=O)N3CCN(CC)CC3)CC2)ncn1 : 1 | 1
# Entry for O=C(NCc1ccccc1)c1ccc(NC(=O)C2CC2)cc1N1CCCCCC1 : 2 | 6
# Entry for CC(=O)N1c2c(cc(Br)cc2S(=O)(=O)N2c3ccccc3CC2C)CC1C (stereo not drawn) : 1 | 14

# Additional results:
mol | Pf apPOL inh | mHTT CaM bind
O=C1CSC(c2ccccn2)N1c1ccc(Cl)c(Cl)c1 (stereo not drawn) | 0 | -1
O=c1ccc(-n2ccnc2)nn1CCNS(=O)(=O)C=Cc1ccccc1 | 3 | -6
NC(=O)c1ccc(C(N)=O)cc1 | -7 | 0
COc1ccc(C(N)=NOC(=O)c2ccc(Cl)cc2)cc1OC1CCCC1 | 2 | nt
O=C(c1n[nH]c2ccccc12)N1CCCC1c1nc(-c2ccc(F)cc2F)no1 (stereo not drawn) | 0 | -4
Cn1c(SCc2ccccc2F)nc2c([nH]c3ccccc32)c1=O | 1 | 4
COc1cc(Cl)ccc1-c1nc(-c2cccc(-c3ccn[nH]3)c2)no1 | -5 | 30
COc1ccc(-c2nnc(N3CCC(C(=O)N4CCC(C)CC4)CC3)o2)cc1 | -4 | 15
CC1OC(Nc2ccc(OC(F)(F)F)cc2)C(O)C(O)C1O (stereo not drawn) | -6 | 5
O=C(NCc1cccnc1)c1cc2c(s1)CN(C1CC1)C2 | -3 | 3
CCCCNC(=O)CC1CCN(S(=O)(=O)c2cccs2)CC1 | -4 | -5
Cc1ccc(C(=O)Nc2nc(C)cc(C)c2-c2noc(C)n2)cc1 | -3 | -5
Ic1ccc(OCCCN2CCOCC2)cc1 | -5 | -3
Cc1cc(C)n(S(=O)(=O)c2ccc(I)cc2C)n1 | 6 | -16
O=C(NNC(=O)c1ncc(C(F)(F)F)cc1Cl)Nc1ccc(Cl)cc1 | -8&-12 | nt
C(=Cc1ccncc1)c1ccccc1 | -21 | nt
O=S(=O)(c1ccc(F)c(F)c1)N1CCC(c2noc(-c3ccc(Cl)cc3)n2)CC1 | -4 | 3
CC(=O)NC(=O)c1cc2ccccc2oc1=Nc1ccc(Cl)cc1Cl | -3 | 4
COc1ccccc1/C=C/C=C1\N=C(c2ccc(Br)cc2)OC1=O | -2 | 12
Cc1ccc(/C=C2\SC(=O)N(CNc3ccc(Cl)c(Cl)c3)C2=O)o1 | -8 | 2
CC(C)OCCCNC(=O)c1ccccc1CN1C(=O)C2CCCN2C(=O)c2ccccc21 (stereo not drawn) | 0 | -1
O=C1C=C(c2ccccc2)CC(c2ccccc2)C1n1cnc([N+](=O)[O-])n1 (stereo not drawn) | -4 | 28
O=c1oc(-c2cccc([N+](=O)[O-])c2)nc2c(Br)cc(Br)cc12 | 3 | -1
O=C(c1ccc(-c2ccc(F)c(F)c2)s1)N1CCCCC1 | 0 | -5
O=C(Cc1cccs1)N1CCC(CCOc2cccc(F)c2)CC1 | 0 | -20
COc1ccccc1-n1cc(C(=O)NCC(=O)N2CCCCCC2)c2ccccc2c1=O | -2 | 7
CSc1nc(SC)c(C#N)c(-c2ccco2)n1 | -7 | nt
CC1=Nc2ccccc2NC(C)(C)C1 | -10 | 0
CCC(=O)N1CCN(c2nc3c(s2)CC(C(=O)NCC2CCCCC2)CC3)CC1 (stereo not drawn) | 2 | 14
Cc1nc2ccccc2n1C(=O)N(C)C | 6 | -3
Cn1c(C(=O)Nc2ccc3c(c2)OCO3)cc2c1CCN(Cc1cccc(F)c1)C2 | 0 | 52*
CN1CCCN(C(=O)c2ccc(-c3cncnc3)nc2)CC1 | -3 | -7
S=C(NCCCN1CCOCC1)N1CC2CCC(CC2)C1 | 2 | nt
CCSc1nc(O)c(CC)c(=O)n1C1CCCCC1 | -4 | -1
C/C(=C\C(=O)c1ccncc1)Nc1ccccc1O | -2 | 10
CC(C)N1CC(C(=O)Nc2cccc([N+](=O)[O-])c2)CC1=O (stereo not drawn) | -13 | 5
CCCN(C)C(=O)C1CCCN(c2cnc3nccnc3c2)C1 (stereo not drawn) | -3 | -7
O=C(CSC1=CC(=O)N(c2cccc(Cl)c2)C1=O)Nc1ccc(Cl)cc1 | 1 | 3
Cc1cc(C)cc(N2C(=O)CSC23C(=O)Nc2ccccc23)c1 (stereo not drawn) | -6 | -2
O=C(NCc1ccccc1Cl)c1ccccc1I | -3 | -4
Cc1nc(NC(=O)c2ccccc2)n[nH]1 | -4 | 5
CN(Cc1cn(Cc2ccccc2)nn1)C1CN(Cc2cn(Cc3ccccc3)nn2)S(=O)(=O)C1 (stereo not drawn) | -8 | 2
CCn1ncc(Cl)c1C(=O)N1CCCC1c1ccc(C)cc1 (stereo not drawn) | -1 | 1
Cc1cc(C)c(C)c(OCCCN(C)C)c1 | 2 | 1
Cc1cccc(CNC(=O)C2CCN(c3cn[nH]c(=O)c3)CC2)c1 | -10 | -4
CCS(=O)(=O)NC1CCN(c2ccccc2C(=O)N2CCC(C)CC2)CC1 | -10 | 23
CCOc1ccc(C(=O)Nc2c3c(nn2-c2cccc(C)c2C)CS(=O)C3)cc1 (stereo not drawn) | -1 | -1
O=C(C1CCCC1)N1CCc2ccc(NS(=O)(=O)c3ccc(F)cc3F)cc21 | -5 | 0
CCOc1ccc(C2C(C(N)=O)=C(C)Nc3nc(SCc4ccccc4)nn32)cc1 (stereo not drawn) | 0 | 9
Cc1cccc(CC(=O)NCc2ccc(-n3cnc(C)c3)cc2)c1 | 2 | 22
O=C(NCC(=O)N1CCCc2ccccc21)c1ccccc1Br | 6 | 0
O=C(CSc1nnnn1-c1ccc(O)cc1)N1CCN(c2ccccc2)CC1 | -2 | nt
COC(=O)c1ccc(Cl)cc1NC(=O)N1CCc2nc[nH]c2C1 | -1 | -3
CCC(=O)N1CCN(c2nc(C)nc(C)c2Cc2ccc(Cl)cc2Cl)CC1 | 4 | 52*
CCCCNc1ncnc2c1cnn2-c1ccccc1 | -6 | 3
Cc1nc2c(c(=O)n1CC(=O)Nc1ccccc1)CCN(Cc1ccccc1)C2 | -3 | -9

# Next section.
mol | Pf apPOL inh | mHTT CaM bind
CCOC(=O)c1oc2cc(OCC(=O)OC)ccc2c(=O)c1-c1ccc(OC)c(OC)c1 | -11 | 3
CC1(C)OC(=O)C(=Cc2ccc(-c3ccccc3)o2)C(=O)O1 | 1 | 5
CCN(Cc1ccccc1)S(=O)(=O)c1ccc(F)c(C(=O)Nc2ccc(F)c(F)c2)c1 | 1 | -4
Cc1cc(Nc2ccc(Cl)cc2)n2nccc2n1 | -4 | 64*
Cc1ccc(NC(=O)N2CC(=O)N3CCc4c(F)cccc4C3C2)cc1F (stereo not drawn) | 10 | -11
O=C(Nc1cc(F)ccc1F)C1(S(=O)(=O)c2ccc(Cl)cc2)CC1 | -5 | -29
CSc1nc(-c2ccccc2)c2ccccc2n1 | -1&-3 | -30&-12
CCn1c(=O)c(-c2nc(-c3ccc(Cl)cc3)no2)c(O)c2ccccc21 | -10 | 12
CCN(CC)CC(=O)Nc1sc2c(c1C(=O)Nc1ccccc1)CCC2 | -4 | -3
CC(C)(C)c1ccc(S(=O)(=O)/C=C/C#N)cc1 | 2 | nt
CCC(=O)Nc1c(C#N)c(C)c(C)n1Cc1cccs1 | 1 | nt
Cc1ccc(NC(=O)N2CCCC(CCC(=O)NC3CCCCCC3)C2)cc1 (stereo not drawn) | -5 | 7
N#Cc1c(N=Cc2ccco2)sc2c1CCCC2 | nt | 11
COc1ccc2cc(C3CC(c4ccc(C)cc4)=NN3C(=O)CCC(=O)O)c(Cl)nc2c1 (stereo not drawn) | -3 | 24
O=C(NCCCc1ccccc1)c1ccccc1Cl | 1 | -2
O=C(Cc1csc(-n2cccc2)n1)NCc1ccc2c(c1)OCO2 | 28 | -4

# Fetched by compound from the list above (five):
mol | Pf apPOL inh | mHTT CaM bind
CCC(=O)Nc1c(C#N)c(C)c(C)n1Cc1cccs1 | 1 | nt
O=C(NCCCc1ccccc1)c1ccccc1Cl | 1 | -2
O=C(Cc1csc(-n2cccc2)n1)NCc1ccc2c(c1)OCO2 | 28 | -4
CCN(CC)CC(=O)Nc1sc2c(c1C(=O)Nc1ccccc1)CCC2 | -4 | -3
N#Cc1c(N=Cc2ccco2)sc2c1CCCC2 | nt | 11

# Next section.
mol | Pf apPOL inh | mHTT CaM bind
CCOC(CCn1c(SCC(=O)NC(C)CC)nc2ccccc2c1=O)OCC (stereo not drawn) | -2 | 0
Cn1c(=O)c(-c2ccc(C(=O)NC3CCCCCC3)cc2)nc2cccnc21 | 1 | 0
O=C(NC1CC1)c1ccc2ncnc(N3CCCC3)c2c1 | 3 | -2
CC1(C)Nc2ccccc2-c2c1ssc2=S | nt | 40
COC(=O)c1sccc1NC(=O)Nc1cc(C)oc1C(F)(F)F | -8 | nt
COCCNC(=O)Cn1c(C(=O)OC)cc2ccsc21 | -2 | 0
